# hIAP activ – increases human intestinal alkaline phosphatase activity; P09923; purified human IAP, CDP-Star luminescence, 30 min; active compounds read high; 1 = vehicle-only enzyme, 0 = enzyme-free background; activation factor at 10 µM; actives 0.16% (n = 330,000); AID 2524;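 active means activation factor of the enzyme at least 2-fold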; further: the source names both 10 and 20 µM as test concentration; values of inactives mirror those of a sister screen read the other way
# Target sequence (P09923 whole entry, looked up): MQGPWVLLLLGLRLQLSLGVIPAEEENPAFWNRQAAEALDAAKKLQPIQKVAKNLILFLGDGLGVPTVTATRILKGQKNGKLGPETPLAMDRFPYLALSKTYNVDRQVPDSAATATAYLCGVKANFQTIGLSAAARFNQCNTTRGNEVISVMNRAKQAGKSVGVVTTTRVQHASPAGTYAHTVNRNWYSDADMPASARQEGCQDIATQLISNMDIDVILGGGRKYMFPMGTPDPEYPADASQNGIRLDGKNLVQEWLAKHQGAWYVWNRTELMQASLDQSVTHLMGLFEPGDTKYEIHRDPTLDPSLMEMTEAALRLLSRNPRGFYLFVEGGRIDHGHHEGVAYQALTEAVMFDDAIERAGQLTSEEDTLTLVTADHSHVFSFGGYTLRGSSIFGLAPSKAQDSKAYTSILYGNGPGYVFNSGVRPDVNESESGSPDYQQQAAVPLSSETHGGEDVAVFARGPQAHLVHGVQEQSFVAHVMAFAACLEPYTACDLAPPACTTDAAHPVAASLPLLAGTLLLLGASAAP
# mIAP block – blocks mouse intestinal alkaline phosphatase; purified mouse IAP, CDP-Star luminescence, 30 min; AID 2806; inhibition, % at 10 µM; actives 0.2% (n = 330,000);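 active means inhibition of at least 40% at 10 µM in the primary screen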;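 further: plate controls were DMSO with enzyme for no effect and no enzyme wells for full effect; values of inactives mirror those of a sister screen read the other way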
# mIAP act – mouse IAP activation; activation factor at 10 µM; muIAP, CDP-Star luminescence, 30 min; active compounds read high; 1 = vehicle-only enzyme signal, 0 = enzyme-free wells; actives 0.24% (n = 330,000);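 active means activation factor of at least 2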; further: the source names both 10 and 20 µM as test concentration; values of inactives mirror those of a sister screen read the other way
#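 Assay system: mouse IAP enzyme / Compound: DMSO-dissolved test compounds / Timing: 30 min, room temperature / Measured by: luminescence from enzymatic CDP-Star hydrolysis / Control set: DMSO-only wells, enzyme-free buffer wells as negative control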
# tim10-1 inh – growth inhibitors of tim10-1 mutant yeast; actives 2.2% (n = 330,000); inhibition, % at 20 µM; AID 463190; S. cerevisiae tim10-1 ts strain growth, BacTiter-Glo, 24 h;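 active means inhibition of at least 40%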;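 further: mutant grown at 25 °C; 0% = DMSO wells with yeast and 100% = wells holding no yeast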
# hIAP block – human IAP inhibition; AID 2544; actives 0.12% (n = 330,000); purified IAP, CDP-Star luminescence, 30 min; inhibition, % at 10 µM;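 active means inhibition reaching a set limit with compound at 10 µM in the primary screen, cut at about 35% in these data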;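 further: plate controls were DMSO wells with enzyme for no effect and no-enzyme buffer wells for full effect; values of inactives mirror those of a sister screen read the other way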
# NALP3 yeast inh – NALP3 inhibition in yeast; Yeast reconstituted NLRP3/ASC/caspase-1, beta-gal luminescence, 24 h; inhibition, % at 10 µM; actives 0.39% (n = 330,000);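 active means inhibition of 50% or more; inactive means inhibition below 50%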;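 further: plate controls were induced DMSO wells for no effect and uninduced yeast grown without galactose for full effect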
# Apaf1 inhib – blocks human Apaf-1 apoptosome activity; inhibition, % at 20 µM; actives 0.71% (n = 330,000); reconstituted apoptosome caspase-3 activity, DEVD-Rh110 fluorescence; O14727; AID 489030; active means inhibition of at least 40% at 20 µM;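 further: plate controls were DMSO wells for no effect and DEVD-CHO caspase inhibitor wells for full effect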
#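 Material: biochemical Apaf-1 apoptosome reconstitution. Medium: Hepes buffer, pH 7.5. Also added: cytochrome c activation, bis-DEVD rhodamine 110 substrate. Timing: 30 min compound preincubation, 50 min activation, room temperature. Measured by: rhodamine 110 fluorescence at Ex 480/Em 540 nm.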
# TIM10 inh – growth inhibitors of TIM10 yeast strain; S. cerevisiae TIM10 strain growth, BacTiter-Glo luminescence, 24 h; inhibition, % at 10 µM; actives 1.4% (n = 330,000); AID 463195;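 active means inhibition of 40% or more at the single tested concentration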;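 further: wild-type TIM10 isogenic control strain grown at permissive 25 °C; 0% = DMSO yeast wells and 100% = minimal medium wells without yeast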
# ATG4B inhibitor – blocks human ATG4B protease cleavage of LC3 substrate; inhibition, % at 8.33 µM; AID 504462; ATG4B cleavage of LC3-PLA2, NBD-HPC fluorescence, 1 h; actives 0.51% (n = 340,000); in the data active means inhibition above about 40%
# Target sequence (Q9Y4P1 whole entry, looked up): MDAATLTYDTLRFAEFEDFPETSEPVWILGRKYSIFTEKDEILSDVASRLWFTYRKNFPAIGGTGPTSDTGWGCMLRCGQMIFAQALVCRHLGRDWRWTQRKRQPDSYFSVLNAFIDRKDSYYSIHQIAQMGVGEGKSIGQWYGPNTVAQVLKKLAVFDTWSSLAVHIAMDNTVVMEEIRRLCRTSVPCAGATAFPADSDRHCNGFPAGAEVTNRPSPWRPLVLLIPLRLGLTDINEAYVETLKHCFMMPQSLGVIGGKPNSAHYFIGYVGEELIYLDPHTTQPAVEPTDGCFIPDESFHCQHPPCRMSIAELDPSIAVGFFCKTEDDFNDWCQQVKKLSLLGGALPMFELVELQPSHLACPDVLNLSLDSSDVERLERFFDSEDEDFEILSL
# * marks the source's active call; other numbers are inactive results; . = not tested or not shown.
SMILES,hIAP activ,mIAP block,mIAP act,tim10-1 inh,hIAP block,NALP3 yeast inh,Apaf1 inhib,TIM10 inh,ATG4B inhibitor
Cn1c2ccccc2c2cnn(CC(=O)Nc3ccccc3Br)c(=O)c21,0.95,-5,1.1,19,5,-5,-16,6,-4
CC1CCN(CC(=O)N2c3ccccc3CCc3ccccc32)CC1,1.2,-7,1.1,10,-22,13,7,9,-9
O=C(Nc1nnc(-c2ccccc2F)s1)Nc1ccccc1F,1,3,0.97,14,0,-10,-13,-2,-3
COc1cc(/C=N/NC(=O)CCn2c3ccccc3c3ccccc32)cc(OC)c1OC,1.2,3,0.97,21,-18,-5,18,7,-19
Cc1cccc(-n2ccc(=O)c(C(=O)Nc3ccc(S(=O)(=O)N4CCOCC4)cc3)n2)c1,1.2,1,0.99,8,-17,2,9,7,-5
CSc1cccc(NC(=O)CSc2ccccc2)c1,1,-12,1.1,14,-2,24,7,8,3
S=c1nc(C23CC4CC(CC(C4)C2)C3)nc2sccn12,0.93,1,0.99,-12,7,23,-3,-5,.
O=C(O)c1ccc(N/N=C/C2=Cc3ccccc3OC2)cc1,0.97,3,0.97,-36,3,6,4,-23,0
CC(=O)Nc1cccc(OCC(=O)NS(=O)(=O)c2ccc(Cl)cc2)c1,1.1,6,0.94,-6,-11,15,-10,-12,1
O=S(=O)(Nc1ccccc1Cl)c1cccc2nsnc12,0.96,-2,1,-7,4,2,-15,-2,3
COc1ccccc1OCC(=O)N/N=C/c1cccc2cccnc12,1.5,0,1,26,-53,12,-4,11,-6
Cc1cc(=O)oc2c3c(cc(OCC(=O)N[C@@H](Cc4ccccc4)C(=O)O)c12)OC(C)(C)CC3,0.91,-1,1,12,9,-2,5,8,-5
COc1ccc(C(=O)NCC2(c3ccccc3)CCOCC2)cc1[N+](=O)[O-],1,-13,1.1,6,0,-20,3,-6,-4
CC1(C(=O)Nc2nnc(SCc3ccccc3)s2)Cc2ccccc2C(=O)O1 (centres undefined),0.91,6,0.94,47*,9,-18,1,33,6
CCOC(=O)C1CCCN(Cc2cc(=O)oc3cc(C)c(C)cc23)C1 (centres undefined),0.98,8,0.92,14,2,26,-3,14,-2
CC(C)c1ccc(NC2CCCN(C(=O)CSc3nncn3C)C2)cc1 (centres undefined),1.1,6,0.94,15,-7,-2,-2,6,26
COc1ccc(-c2cc(CCCC(=O)NCc3ccccn3)no2)cc1,0.98,2,0.98,13,2,-8,8,4,-8
COc1ccc(CCNC(=O)COC(=O)/C=C/c2cc(OC)ccc2OC)cc1,1.1,2,0.98,1,-8,27,10,5,-3
Cc1ccc(C)c(S(=O)(=O)Nc2ccc(S(=O)(=O)Nc3ncccn3)cc2)c1,1,0,1,6,-1,3,-3,0,3
NS(=O)(=O)c1cccc(NC(=O)COC(=O)/C=C/c2ccco2)c1,0.95,14,0.86,12,5,3,-4,5,-7
COc1ccc(NC(=O)Nc2nc(C)cc(C)n2)c(OC)c1,0.94,8,0.92,-14,6,5,-9,-3,4
N#C/C(=C(/O)C(Cl)(Cl)Cl)c1nc2ccccc2[nH]1,1.2,8,0.92,-19,-16,10,-7,1,0
O=C(NC1CCCCC1)C(c1ccccc1)N(C(=O)Cc1ccsc1)c1ccccc1 (centres undefined),0.88,0,1,-2,12,2,-11,3,3
COc1ccc(Cc2[nH]n3c(=O)cc(C)nc3c2-c2ccccc2)cc1,0.97,16,0.84,-3,3,31,1,-2,-2
O=C(CCl)Nc1cccc(Oc2cnccn2)c1,0.91,0,1,0,9,-14,0,11,1
CCS(=O)(=O)c1ccc(C(=O)NC2CC2)c(Cl)c1Cl,1.1,1,0.99,-13,-7,-3,9,-17,1
CCC(C)(C)C1CCC2(CC1)NC(=O)N(CC(=O)N(C)CC(=O)Nc1ccccc1C(F)(F)F)C2=O (centres undefined),1.2,-2,1,11,-17,9,31,15,-4
CC1CCC(NS(=O)(=O)c2ccc(Cl)s2)CC1 (centres undefined),1,3,0.97,36,0,44,16,4,6
COc1cccc(NC(=O)CN(c2ccc3c(c2)OCO3)S(C)(=O)=O)c1,1.1,-4,1,1,-11,4,3,9,-4
COc1cc(C(=O)Nc2nnc(C3CC3)s2)ccc1OCc1c(C)noc1C,1.1,0,1,-3,-13,25,-7,-15,-8
O=C(/C=C/c1ccc(Br)cc1)c1ccc(NC(=O)c2ccco2)cc1,0.91,12,0.88,33,9,20,14,41*,-2
COc1ccc(COn2nnc3ccc(S(=O)(=O)N4CCOCC4)cc32)cc1F,0.95,12,0.88,5,5,10,2,2,4
CC1(C)OC(=O)C(=CNCC(O)c2ccccc2)C(=O)O1 (centres undefined),1,5,0.95,1,-4,11,-11,8,-10
COc1ccc(C)cc1N/C(N)=N/c1nc(C)cc(C)n1,0.97,2,0.98,14,3,-12,3,-3,1
CO[C@H]1C=CO[C@@]2(C)Oc3c(C)c(O)c4c(O)c(c(C=NN5CCN(C6CCCC6)CC5)c(O)c4c3C2=O)NC(=O)C(C)=CC=C[C@H](C)[C@H](O)[C@@H](C)[C@@H](O)[C@@H](C)[C@H](OC(C)=O)[C@@H]1C,0.74,26,0.74,15,26,20,19,12,.
CCC(C(=O)NCCN1CCOCC1)n1c2ccccc2c2nc(=O)cc(C)n21 (centres undefined),0.94,5,0.95,17,6,7,-7,-3,-4
COCCNC(=O)c1c(N)n(/N=C/c2ccc(F)cc2)c2nc3ccccc3nc12,1.1,-12,1.1,11,-12,11,15,-5,-4
Cn1c(-c2ccccc2)c[n+]2c1-c1ccccc1C2,0.78,-1,1,3,22,18,-6,9,-8
Clc1ccc(/C=N/N2CCN(Cc3ccccc3Cl)CC2)cc1,0.98,3,0.97,22,2,-7,-5,17,11
O=C(Nc1nnc(C2CC2)o1)c1ccc(S(=O)(=O)N2CCCCC2)cc1,1.2,9,0.91,24,-21,5,6,9,-9

# Overlap with the part before: 6 compounds, then new ones.
SMILES,hIAP activ,mIAP block,mIAP act,tim10-1 inh,hIAP block,NALP3 yeast inh,Apaf1 inhib,TIM10 inh,ATG4B inhibitor
CO[C@H]1C=CO[C@@]2(C)Oc3c(C)c(O)c4c(O)c(c(C=NN5CCN(C6CCCC6)CC5)c(O)c4c3C2=O)NC(=O)C(C)=CC=C[C@H](C)[C@H](O)[C@@H](C)[C@@H](O)[C@@H](C)[C@H](OC(C)=O)[C@@H]1C,0.74,26,0.74,15,26,20,19,12,.
CCC(C(=O)NCCN1CCOCC1)n1c2ccccc2c2nc(=O)cc(C)n21 (centres undefined),0.94,5,0.95,17,6,7,-7,-3,-4
COCCNC(=O)c1c(N)n(/N=C/c2ccc(F)cc2)c2nc3ccccc3nc12,1.1,-12,1.1,11,-12,11,15,-5,-4
Cn1c(-c2ccccc2)c[n+]2c1-c1ccccc1C2,0.78,-1,1,3,22,18,-6,9,-8
Clc1ccc(/C=N/N2CCN(Cc3ccccc3Cl)CC2)cc1,0.98,3,0.97,22,2,-7,-5,17,11
O=C(Nc1nnc(C2CC2)o1)c1ccc(S(=O)(=O)N2CCCCC2)cc1,1.2,9,0.91,24,-21,5,6,9,-9
Cc1cc(C)n2nc(C(=O)OCC(=O)N(CC(C)C)CC(C)C)nc2n1,1.1,-14,1.1,-5,-15,16,3,-11,4
COc1ccc(CNC(=O)c2cccc(N(C)C)c2)cc1,1.2,-4,1,20,-22,24,10,22,0
COc1ccc(NC(=O)c2sc(NC(=O)C3CC3)nc2C)cc1,1.3,-8,1.1,13,-33,16,1,2,-3
CC(NC(=O)C1CSC2(C)CCC(=O)N12)c1ccccc1Cl (centres undefined),0.97,11,0.89,7,2,16,1,1,1
O=C(O)c1ccc(Cl)c(NCc2cccnc2)c1,0.78,-5,1.1,-21,22,11,6,-6,-1
O=C(NCC1COc2ccccc2O1)c1ccccc1 (centres undefined),0.9,15,0.85,21,10,27,5,-3,-6
CCS(=O)(=O)c1nc(S(=O)(=O)c2ccc(C)cc2)c(N2CCN(C)CC2)s1,1.4,-3,1,2,-37,3,0,-1,-7
Cc1ccc2sc(N3CCN(C(=O)c4ccc([N+](=O)[O-])o4)CC3)nc2c1C,1,10,0.9,19,-3,32,7,-28,0
O=S(=O)(O)c1ccc(N=Nc2ccccc2)cc1,1,0,1,5,-1,5,-10,-6,5
Cc1csc(NC(=O)CCCSc2nc3ccccc3s2)n1,1,6,0.94,17,-3,39,13,17,23
CC/C(=N/N=C(/CC)c1ccc(O)cc1)c1ccc(O)cc1,0.94,2,0.98,20,6,1,6,8,-10
O=C(O)c1cccc(S(=O)(=O)N2CCSCC2)c1,0.89,-3,1,11,11,3,-7,12,-1
COc1cc(C(=O)Nc2ccc(S(=O)(=O)Nc3ncccn3)cc2)c([N+](=O)[O-])cc1OC,1.1,7,0.93,14,-6,20,9,-7,-2
COc1ccc(C)cc1S(=O)(=O)N(C)CC(=O)N1CCN(C)CC1,1.1,3,0.97,13,-14,6,-17,12,0
CCOP(=O)(OCC)C(C#N)=C1SCN(c2ccc(Cl)cc2)CS1,0.94,23,0.77,21,6,9,3,-12,0
C[n+]1cc(-c2ccccc2)n2c1CCCCC2,0.72,2,0.98,-1,28,4,-12,12,-2
CC(C(=O)O)n1c(C(F)(F)F)nc2ccccc21 (centres undefined),0.95,-10,1.1,10,5,4,-4,4,-3
CC(=O)N1CCN(C(=O)C(Cc2c[nH]c3ccccc23)NC(=O)c2ccccc2Cl)CC1 (centres undefined),1,5,0.95,-14,-4,16,6,0,4
Nc1ccc2nc3c(=O)n(C4CCCCC4)c(=O)[nH]c3nc2c1,0.89,28,0.72,-18,11,19,-19,-30,-19
CC1CC(=O)Nc2ccccc2N1C(=O)COc1ccc2cc(Br)ccc2c1 (centres undefined),0.75,-22,1.2,13,25,12,15,16,-14
COc1cccc(/C=N/NC(=O)COc2cccc3cccnc23)c1O,1.6,6,0.94,16,-63,-5,-12,28,-14
COc1cccc(CNC(=O)C(=O)NCC2OCCCN2S(=O)(=O)c2cc(C)ccc2C)c1 (centres undefined),1,8,0.92,23,0,-7,6,16,-5
CCN(C(=O)COC(=O)c1ccc(N2C(=O)c3ccccc3C2=O)cc1)C1CCS(=O)(=O)C1 (centres undefined),1,2,0.98,0,0,3,-8,5,2
CCOC(=O)c1ccc(-n2c(C)nc3c(cnn3-c3ccccc3C)c2=O)cc1,1,-5,1,-6,0,25,5,-3,-7
Cc1nn2c(C)nc3sc4c(c3c2nc1=O)CC(C)(C)OC4,0.83,5,0.95,10,17,4,-10,-4,-6
C[C@H](CO)N1C[C@H](C)[C@@H](CN(C)C(=O)Nc2ccc3c(c2)OCO3)Oc2ccc(NS(=O)(=O)c3ccccc3)cc2C1=O,1.1,4,0.96,-7,-7,12,5,0,1
CC(=O)Nc1ccc(N/C=C(\C#N)S(=O)(=O)c2ccc(Cl)cc2)cc1,1.2,2,0.98,-29,-18,-3,5,-18,1
Clc1cccc(Oc2cnns2)c1Cl,1.1,6,0.94,-2,-11,-15,-2,1,1
CCOc1ccc(NC(=O)C2CCN(S(=O)(=O)c3ccc4c(c3)CC(C)N4C(C)=O)CC2)cc1 (centres undefined),1.1,-13,1.1,16,-6,1,9,8,-9
NNC(=S)NC1CCCCCCCCCCC1,0.94,13,0.87,38,6,31,22,36,-14
COc1ccc(-c2nnc3sc(COc4ccccc4)nn23)cc1,1.4,0,1,6,-44,13,8,-4,-10

# Screens as filed in PubChem BioAssay.

# Compounds as they come; any-hit rate near 4.5%.
